CHOP UPR activ: apoptotic UPR (CHOP) activation; CHO-CHOP luciferase reporter, luminescence; percent of tunicamycin response over DMSO baseline; activation, % at 10 µM; actives 0.34% (n = 330,000);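 active = at 10 µM dose, activation of 40% or more, normalized to positive control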;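 note: 100% = tunicamycin at 10 µg/mL and 0% = DMSO alone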
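Assay system: CHO cells with stable CHOP pathway luciferase reporter; Buffer or medium: F12 plus 10% serum; Times: 16-18 h cell attachment, then 6 h compound exposure, 37 °C; Signal: luciferase luminescence; Read-out basis: percent activation relative to tunicamycin control; Control set: tunicamycin high control, DMSO low control.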
Mdm2-MdmX inh: inhibitors of human Mdm2/MdmX interaction; SaOS-2 split-luciferase Mdm2/MdmX complementation, luminescence; actives 3% (n = 330,000); inhibition, % at 8 µM; O15151+Q00987;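 active = inhibition of at least 50% at 8 µM in the primary screen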
Target sequence (O15151 whole entry, looked up): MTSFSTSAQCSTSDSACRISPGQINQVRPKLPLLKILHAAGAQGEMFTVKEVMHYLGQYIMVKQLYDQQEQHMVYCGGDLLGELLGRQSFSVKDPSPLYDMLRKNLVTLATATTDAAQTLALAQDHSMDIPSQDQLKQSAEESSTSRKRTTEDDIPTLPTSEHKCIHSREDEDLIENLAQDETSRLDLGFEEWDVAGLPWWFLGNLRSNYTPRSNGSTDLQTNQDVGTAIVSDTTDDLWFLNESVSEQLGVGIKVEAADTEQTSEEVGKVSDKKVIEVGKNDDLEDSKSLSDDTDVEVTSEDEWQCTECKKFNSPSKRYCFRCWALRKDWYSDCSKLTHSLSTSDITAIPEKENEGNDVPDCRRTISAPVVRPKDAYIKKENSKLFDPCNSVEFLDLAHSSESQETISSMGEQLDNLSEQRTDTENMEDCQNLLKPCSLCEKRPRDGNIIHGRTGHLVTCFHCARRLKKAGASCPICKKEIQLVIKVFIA
Target sequence (Q00987 whole entry, looked up): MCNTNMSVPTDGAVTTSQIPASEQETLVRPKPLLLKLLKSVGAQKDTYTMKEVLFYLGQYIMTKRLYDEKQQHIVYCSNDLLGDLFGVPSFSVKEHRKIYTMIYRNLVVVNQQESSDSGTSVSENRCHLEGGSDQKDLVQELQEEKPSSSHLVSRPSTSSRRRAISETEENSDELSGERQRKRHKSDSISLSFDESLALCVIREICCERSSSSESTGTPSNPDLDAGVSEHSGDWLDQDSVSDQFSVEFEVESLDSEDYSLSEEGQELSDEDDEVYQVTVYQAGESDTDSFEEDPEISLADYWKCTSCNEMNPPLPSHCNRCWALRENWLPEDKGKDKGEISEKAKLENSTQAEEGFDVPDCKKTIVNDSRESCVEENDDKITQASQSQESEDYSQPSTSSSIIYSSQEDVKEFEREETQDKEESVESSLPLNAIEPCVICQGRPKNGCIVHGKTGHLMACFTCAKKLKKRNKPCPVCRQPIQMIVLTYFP
tim10-1 inh: inhibits growth of tim10-1 mutant yeast | actives 2.2% (n = 330,000) | S. cerevisiae tim10-1 ts strain growth, BacTiter-Glo, 24 h | inhibition, % at 20 µM;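 active = inhibition of at least 40%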;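 note: mutant grown at 25 °C; 0% = DMSO wells with yeast and 100% = wells holding no yeast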
Jurkat NFkB inh: lowers PMA/ionomycin-induced NF-kB signal in Jurkat cells | PMA/ionomycin-induced NF-kB luciferase reporter, luminescence | inhibition, % at 4 µM | actives 0.53% (n = 330,000) | AID 435003; in the data active = inhibition above about 50%
TIM10 inh: TIM10 yeast growth inhibition; inhibition, % at 10 µM; S. cerevisiae TIM10 strain growth, BacTiter-Glo luminescence, 24 h; actives 1.4% (n = 330,000);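 active = inhibition of 40% or more at the single tested concentration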;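 note: wild-type TIM10 isogenic control strain grown at permissive 25 °C; 0% = DMSO yeast wells and 100% = minimal medium wells without yeast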
tim23-1 inh: growth inhibitors of tim23-1 mutant yeast. S. cerevisiae tim23-1 growth, BacTiter-Glo luminescence, 24 h. inhibition, % at 20 µM. actives 1.3% (n = 330,000). AID 463212;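 active = growth inhibition of the mutant yeast at or above 50%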;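 note: temperature-sensitive mutant grown at 25 °C; plate controls were DMSO-treated mutant yeast for no effect and medium wells lacking yeast for full effect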
UPR XBP1 act: adaptive UPR (XBP1) activation; CHO-XBP1 luciferase reporter, IRE1-XBP1 UPR activation, luminescence; percent of tunicamycin response, DMSO as zero; actives 0.33% (n = 330,000); activation, % at 20 µM;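 active = versus positive control, 20 µM dose yields 30% or more activation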;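 note: 100% = tunicamycin at 10 µg/mL and 0% = DMSO only wells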
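Assay system: CHO-XBP1 luciferase reporter cells; Schedule: 6 h treatment, 37 °C; Detection: glow luminescence from Steady-Glo reagent; Benchmarks: high control tunicamycin 10 µg/mL final, low control DMSO vehicle only.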
697 NFkB inh: inhibitors of the PMA/ionomycin-induced NF-kB reporter in 697 B cells; actives 0.33% (n = 330,000); AID 435022; 697 B-cell NF-kB luciferase reporter, 16 h; inhibition, % at 4 µM; in the data active = inhibition above about 35%
* marks the source's active call; other numbers are inactive results; · = no result given.

molecule,CHOP UPR activ,Mdm2-MdmX inh,tim10-1 inh,Jurkat NFkB inh,TIM10 inh,tim23-1 inh,UPR XBP1 act,697 NFkB inh
CCOCCCNC(=O)C(NC(=O)c1ccccc1O)c1ccccc1 (stereo unspecified),-0.2,2,14,-1,28,11,-5,13
CCCNC(=O)COc1cccc(C(=O)NCc2ccccc2)c1,0.0,7,5,6,7,1,5,6
CN(C)S(=O)(=O)c1ccc2c(c1)nc(CCC(=O)NCCc1ccc(Cl)cc1)n2C,0.4,1,-1,-7,14,11,-5,-2
CCOc1ccc(CC(=O)N2N=C(C)CC2(O)C(F)(F)F)cc1 (stereo unspecified),1.0,7,23,-16,-19,7,1,-17
Cc1cc(C)c2c(CN3CCN(Cc4ccc5c(c4)OCO5)CC3)cc(=O)oc2c1,6.3,18,26,-5,11,12,1,-21
COc1ccc(/C=C2\CCCC3C2=NN(C(=O)COC(=O)CNC(=O)c2ccccc2)C3c2ccc(OC)cc2)cc1 (stereo unspecified),1.4,-12,18,-6,18,19,-2,7
Cc1cccn2c(=O)c3cc(C#N)c(=NC(=O)c4cccs4)n(CC(C)C)c3nc12,0.3,27,-14,12,-21,-10,-2,-11
CCOc1ccc(CCNC(=O)Cn2c(=O)oc3ccccc32)cc1OCC,-0.7,20,10,5,-6,12,-5,6
O=C(Nc1ccc(Cl)cc1Cl)C1CCC(=O)N1Cc1ccccc1Cl (stereo unspecified),-1.9,-6,20,-1,15,11,-2,0
Clc1ccc(/C=C/c2nc(Cl)c(-c3ccc(Cl)cc3)c(Cl)n2)cc1,-1.8,27,8,16,5,1,-4,9
O=C(CNC(=O)c1cccc(F)c1)N/N=C/c1cccnc1,0.5,-1,2,10,8,-4,-3,-23
O=C(c1ccc2ccccc2c1)C1CCCN(C(=O)CN2C(=O)CSC2=O)C1 (stereo unspecified),-1.0,3,4,-2,2,4,0,18
CCc1ccccc1N1C(=O)C2CC=CCC2C1=O (stereo unspecified),-1.3,15,1,-12,-9,-8,-5,15
Cc1cc(C(=O)NNc2ccc(C(C)C)cc2)n(C(C)(C)C)n1,-1.7,1,14,7,0,21,-2,-7
O=C(CN1C(=O)CSc2ccccc21)Nc1ccc2c(c1)OCCO2,1.8,20,-7,2,0,10,4,-7
CC(=O)Nc1ccc(-c2csc(NNC(=O)c3ccc(C)cc3)n2)cc1,-0.4,14,17,-5,11,-1,0,8
COc1ccc(NC(=O)CSc2nc(O)cc(=O)n2C)cc1,-3.0,11,9,-11,6,12,-1,17
CC(C)C(C(=O)NCC1CCCO1)N(C(=O)CNS(=O)(=O)c1ccccc1)C1CCCCC1 (stereo unspecified),0.1,2,-6,11,4,6,-1,20
CCOc1ccc(S(=O)(=O)N2CCC(C(=O)N3CCCCCC3)CC2)cc1Cl,0.7,17,34,15,10,36,-8,-6
O=C(C1CCN(S(=O)(=O)c2ccc(F)cc2)CC1)N1CCOCC1,-0.4,-21,22,14,18,12,-3,14
CCC(C)C(=O)Nc1nc2ccc(S(C)(=O)=O)cc2s1 (stereo unspecified),-0.3,5,20,-27,14,30,-2,1
Cc1ccc(-c2cc(NC(=O)CSc3n[nH]c(N)n3)n(-c3ccccc3)n2)cc1,1.5,-5,-12,5,-19,1,-3,11
O=C(NNc1nc(Nc2ccccc2)nc(N2CCOCC2)n1)Nc1ccc(Cl)cc1,0.7,5,27,-14,16,27,-4,7
O=C(Nc1cc(Cl)ccc1-n1cncn1)c1cc(F)cc(F)c1,0.2,29,-36,3,2,20,-1,16
CC(=O)c1c(O)c2cccc3c2n(c1=O)CCC3,18,9,41*,-5,17,54*,-1,-20
CS(=O)(=O)c1ccc(NC(=O)c2ccccc2-n2cnnn2)cc1,1.7,6,1,5,2,8,2,13
Cc1ccnc(NC(=O)Cc2ccc(F)cc2)n1,-0.1,-6,3,0,-16,12,-1,8
Cc1cc(/C=N/n2cnnc2)c(C)n1-c1cccc(C(=O)O)c1,2.7,-7,-7,4,-12,8,0,13
COC(=O)c1c(NC(=O)c2cccnc2)sc(C)c1C,-1.2,17,25,-7,-2,35,2,-4
c1ccc(-c2nnc(-c3ccccn3)nc2NC2CCCCC2)cc1,13,17,47*,48,67*,17,4,-42

Next part, starting with the last 6 of the part before.
molecule,CHOP UPR activ,Mdm2-MdmX inh,tim10-1 inh,Jurkat NFkB inh,TIM10 inh,tim23-1 inh,UPR XBP1 act,697 NFkB inh
CC(=O)c1c(O)c2cccc3c2n(c1=O)CCC3,18,9,41*,-5,17,54*,-1,-20
CS(=O)(=O)c1ccc(NC(=O)c2ccccc2-n2cnnn2)cc1,1.7,6,1,5,2,8,2,13
Cc1ccnc(NC(=O)Cc2ccc(F)cc2)n1,-0.1,-6,3,0,-16,12,-1,8
Cc1cc(/C=N/n2cnnc2)c(C)n1-c1cccc(C(=O)O)c1,2.7,-7,-7,4,-12,8,0,13
COC(=O)c1c(NC(=O)c2cccnc2)sc(C)c1C,-1.2,17,25,-7,-2,35,2,-4
c1ccc(-c2nnc(-c3ccccn3)nc2NC2CCCCC2)cc1,13,17,47*,48,67*,17,4,-42
Cc1ccc(Oc2ncnc(N)c2[N+](=O)[O-])cc1C,-0.1,-20,6,3,8,32,-1,-6
CC(=O)c1c(C)nc(-c2ccc(Cl)cc2)nc1N,6.2,-78,12,-76,11,0,-2,-113
CCCCCCCCC#Cc1nc(C)ccc1OC,3.1,-4,13,·,-2,39,3,-2
O=C(Cc1ccccc1)c1nc2ccccc2s1,5.1,-51,23,-58,24,28,-1,-87
Cc1ncoc1C(=O)N1CCCC(C(=O)c2cccc(C(F)(F)F)c2)C1 (stereo unspecified),-1.5,2,2,-30,1,13,0,-15
CCn1c(=O)c2ccccc2n2c(SCC(N)=O)nnc12,-1.3,26,-1,-1,-7,3,-6,2
CCOc1cc(CN2CCOCC2)cc(C(C)=O)c1,0.9,21,12,-21,-7,1,-4,-9
CCC1CCc2sc(C(=O)NNC(=S)NCC3CCCO3)cc2C1 (stereo unspecified),-0.1,17,13,0,19,20,-1,-2
O=C(CSCc1cccc(Br)c1)NC1CC1,-0.7,-1,10,-17,-11,10,1,14
Cc1cc(NC(=O)CCCn2cc([N+](=O)[O-])cn2)n(Cc2ccc(F)cc2)n1,-0.4,3,-4,-7,-2,3,-3,13
CC(C)COC(=O)C(N)C(C(=O)OCC(C)C)c1ccccc1 (stereo unspecified),-1.0,19,24,4,20,28,1,16
C[C@H]1CCC[C@]2(C)C[C@H]3OC(=O)C(CN4CCCCCC4)[C@H]3C=C12 (stereo partly specified),3.3,73*,44*,24,42*,44,-7,18
COC(=O)c1sccc1NC(=O)CC1C(=O)NCCN1C(=O)c1ccccc1 (stereo unspecified),-0.2,18,-30,-13,-13,7,1,-5
Clc1cccc(/C=N/N2CCN(Cc3ccccc3)CC2)c1,3.5,-4,19,-17,23,27,-5,-17
COc1ccc(Cl)cc1-n1c(C)cc(C=O)c1C,-4.8,21,36,-6,0,18,1,3
Cc1cc(NC(=O)COC(=O)[C@@H](NS(=O)(=O)c2ccccc2)C(C)C)no1,0.9,16,-1,10,-1,11,-5,3
Cc1cccc2[nH]c(SCC(=O)O)nc12,1.7,8,3,-8,-6,5,-5,21
CN(c1ccccc1)S(=O)(=O)c1cccc(NC(=O)c2nn(C)c(=O)c3ccccc23)c1,3.9,1,-1,0,-16,31,2,-21
Cc1ccc(C)c(N2CCN(CC3CC=CCC3)CC2)c1 (stereo unspecified),-0.4,5,3,4,8,7,0,4
CCOc1ccc(CNC(=O)CCc2cn(Cc3ccccc3)c3ccccc23)cc1,-0.7,6,5,7,-3,5,-2,-12
COc1cc(NC(=O)CN(c2ccc(C)cc2)S(=O)(=O)c2c(C)noc2C)cc(OC)c1,1.6,11,36,17,10,27,-3,-15
CNc1c(N=Cc2cccnc2)c(=O)n(C)c(=O)n1C,-0.8,6,3,-6,13,-2,1,-10
COc1cccc2c(SCC(=O)N/N=C/c3ccc(O)cc3O)cc(C)nc12,-1.8,54*,0,-8,11,-2,-1,3
O=C(CSc1n[nH]c(-c2cccnc2)n1)Nc1ccc([N+](=O)[O-])cc1Br,1.3,-7,6,-1,-1,14,-2,11
O=C(NCc1ccc2c(c1)OCO2)c1ccc2c(c1)N(Cc1c(F)cccc1Cl)C(=O)CS2,0.3,7,26,7,30,5,-2,-10
Cc1cccc(/C=N\NC(=O)c2sccc2-n2cccc2)c1,3.6,-2,30,-31,5,38,0,-40
Cc1cc(S(=O)(=O)N2CCOCC2)ccc1OCC(=O)Nc1ccc(Br)cc1F,1.2,14,-20,-1,6,-14,-3,9
COC(=O)C(C(C)C)N(Cc1cc(OC)cc(OC)c1)S(=O)(=O)CCl (stereo unspecified),0.5,-10,19,·,-10,42,-2,5
Clc1cc(Br)ccc1OCCn1ccnc1,1.5,26,-13,-1,-6,-12,2,4
Cc1ccccc1NC(=O)CSc1nnc(NC(=O)c2ccco2)s1,0.2,-2,-26,1,-15,19,-2,-25

The list continues:
molecule,CHOP UPR activ,Mdm2-MdmX inh,tim10-1 inh,Jurkat NFkB inh,TIM10 inh,tim23-1 inh,UPR XBP1 act,697 NFkB inh
COc1ccc(/C=C2\SC(=S)N(N3C(=O)CCC3=O)C2=O)cc1O,2.4,7,-25,-10,-59,-26,1,11
CC1(C(=O)O)Oc2cccnc2NC1=O (stereo unspecified),1.2,-28,-6,9,11,3,-2,11
COc1ccccc1CNC(=O)C1CCN(S(=O)(=O)c2ccc3c(c2)OCCO3)CC1,0.8,3,7,-17,-12,5,2,3
Cc1nnsc1S(=O)c1ccccc1Cl (stereo unspecified),0.5,2,8,-16,-3,-3,-3,-7
C=CCNC(=O)c1ccc(S(=O)(=O)CC)c(Cl)c1Cl,0.3,4,-5,9,-6,-13,1,4
C=CCn1c(=NC(=O)c2sc3ccccc3c2Cl)sc2cc(S(N)(=O)=O)ccc21,4.9,68*,9,3,-7,7,26,-10
O=C(NCCc1ccccn1)c1ccc(S(=O)(=O)N2CCCCCC2)cc1,-2.7,-2,37,3,18,20,-2,0
O=C(NCCCn1ccnc1)c1ccc(Cl)s1,0.7,-11,-5,2,4,5,3,5
COc1ccc(OCC(=O)Nc2ccc3c(c2)nc2n3CCSC2)cc1,0.3,-11,10,-22,9,11,-3,-17
CN(CC(=O)Nc1ccccc1Br)C(=O)CN(C)C1CCCCC1,-0.9,0,3,-5,2,0,-1,13
COc1ccc([C@H]2CC(=O)C=C(c3ccc4cc[nH]c4c3)C2)cc1,1.3,32,33,12,26,42,1,0
COc1ccc(N2C(=O)c3ccc(C(=O)Nc4ccc(NC(C)=O)cc4)cc3C2=O)cc1,-2.4,-20,-10,15,11,-4,1,18
Cc1cccc(NC(=O)c2ccc(N3C(=O)C4CCCCC4C3=O)cc2)c1C (stereo unspecified),-2.0,2,18,-10,-12,13,-5,0
COc1ccc(NC(=O)CSc2nnc(Cc3ccccc3)c(=O)n2N)cc1,0.4,8,-11,-5,7,-9,1,7
CN1CCN(C(=O)c2ccc3c(=O)n(Cc4ccc(Cl)cc4)c(=S)[nH]c3c2)CC1,-0.7,4,19,-25,11,28,-3,-21
NNC(=O)CNc1cccc(Br)c1,-0.8,17,2,3,13,11,-1,25
C(=N\Nc1cc(N2CCCCC2)ncn1)/c1ccco1,6.5,-57,-7,-78,-13,19,1,-125

Screening data as filed in PubChem.
